Screening results: PubChem, National Center for Advancing Translational Sciences (NCATS)
MCF10A rereplic: inducers of DNA re-replication in MCF 10A breast cells; MCF 10A DNA re-replication, Hoechst nuclear intensity, 48 h; Potency, µM (series often up to 46.1 µM), inactives show top-dose activity, positive = re-replication, usual class: activators; 350,000 compounds, 2.9% hits; AID 624296; further: potency means the concentration at half of the fitted maximal effect; % of control where 0% means no effect; nearly all actives have a fitted effect of over 50% in size
HT1080 IDH1KD tx: toxicity to HT-1080 IDH1 knockdown cells (counter line); HT-1080 IDH1 knockdown viability, ATP luminescence, 48 h; Potency, µM (top dose mostly 46.1 µM), inactives show top-dose activity, negative = toxicity, hits mostly cytotoxic; 360,000 compounds, 2% hits; AID 686971;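 further: potency means the concentration at half of the fitted maximal effect; 0% = DMSO wells and -100% = cell-free medium wells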
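Luminescent ATP read-out (CellTiter-Glo, 10 min at room temperature) after 48 h compound exposure at 37 °C gave viability of IDH1-knockdown HT-1080 cells. Activity was normalised to DMSO and cell-free wells, then fitted as concentration-response curves.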
HT1080-NT tox: kills 2HG-producing HT-1080-NT fibrosarcoma cells. HT-1080-NT fibrosarcoma viability, CellTiter-Glo ATP luminescence, 48 h. Potency, µM (top dose mostly 46.1 µM), without a hit: at the highest dose activity, negative = less viability, most hits filed as cytotoxic. 360,000 compounds, 1.6% hits;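 further: NT is the 2HG producing partner of a matched IDH1 knockdown line; potency means the concentration at half of the fitted maximal effect; 0% = DMSO-treated cells and -100% = media-only wells without cells; nearly all actives have a fitted effect of over 55% in size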
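750 cells/well, RPMI + 5% FBS; 2 h settle, compound pin-transfer, 48 h at 37 degrees C. CellTiter-Glo 10 min RT, luminescence. Normalized to DMSO and media-only wells.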
WRN inhibitor: WRN helicase (human) inhibition; 360,000 compounds, 0.46% hits; WRN helicase unwinding, fluorescent forked duplex, kinetic; Q14191; Potency, µM (highest dose often 114 µM), for the others: at the highest dose activity change, negative = inhibition, actives largely listed as inhibitors; AID 651768; further: potency means the concentration at half of the fitted maximal effect; on the % scale 0 is the no-effect control and ±100 the full control effect; nearly all actives have a fitted effect of over 55% in size
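Kinetic fluorescence helicase assay: unwinding of a quenched forked DNA duplex (100 nM final) with 2 mM ATP final raises red fluorescence (525/598 nm). Compounds sat 15 min at room temperature with 20 nM WRN beforehand.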
KB-V1 cytotox: kills drug-selected multidrug resistant KB-V1 cells | KB-V1 MDR cells viability, CellTiter-Glo, 72 h | Potency, µM (top dose mostly 46.1 µM), for inactives: top-dose activity change, negative = cytotoxicity, usual class: cytotoxic | 400,000 compounds, 3.4% hits; further: potency means the concentration at half of the fitted maximal effect; on the % scale 0 is the no-effect control and ±100 the full control effect; nearly all actives have a fitted effect of over 60% in size
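In this primary screen, KB-V1 cells overexpressing P-gp are incubated with library compounds (lowest to highest concentration) for 72 h at 37 degrees C before a luminescent ATP viability read.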
SW480 rereplic: inducers of DNA re-replication in SW480 colon cancer cells. SW480 DNA re-replication, Hoechst DNA content imaging, 48 h. Potency, µM (doses to about 46.1 µM), inactives show at the top dose re-replication activation, most hits filed as activators. 340,000 compounds, 1.8% hits; further: potency means the concentration at half of the fitted maximal effect; % of control where 0% means no effect; nearly all actives have a fitted effect of over 55% in size
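Image-based read-out: total Hoechst fluorescence of nuclei (405 nm excitation, 500-530 nm emission), with hits raising the fraction of high-intensity nuclei. SW480 colon cells incubated 48 hr with compounds at 37 C.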
IL-1B inflam inh: blocks inflammasome-driven IL-1 beta release; 360,000 compounds, 4.7% hits; activity change, % at 57.5 µM; THP-1 LPS/ATP IL-1B secretion, AlphaLISA, 16 h; hits give low values; in the data active means activity change below about -50%; inconclusive means mostly about -30% to -49%; further: on the % scale 0 is the no-effect control and ±100 the full control effect
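THP-1 cells pretreated 1 hr with compounds (up to 57.5 uM final), then stimulated with LPS (250 ng/mL final) plus ATP (1.25 mM final); secreted IL-1B measured by AlphaLISA after 16 hr, decreased signal indicating inhibition.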
ATXN2 expr inh: reduces ATXN2 reporter expression in HEK-293 cells; Potency, µM (titrated, usually from 57 µM), inactives show top-dose activity change, negative = inhibition, usual class: inhibitors; AID 1745845; 360,000 compounds, 0.72% hits; HEK-293 ATXN2-luciferase reporter, luminescence, 24 h; further: potency means the concentration at half of the fitted maximal effect; on the % scale 0 is the no-effect control and ±100 the full control effect; nearly all actives have a fitted effect of over 55% in size
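qHTS (up to 57 uM final) was run with 24 h compound exposure of reporter cells at 37 °C. Each well was multiplexed: SteadyGlo luminescence measured ATXN2-luciferase expression after a fluorogenic Gly-Phe-AFC viability readout (25 uM final).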
KB-3-1 cytotox: KB-3-1 parental cell cytotoxicity; KB-3-1 viability, CellTiter-Glo ATP luminescence, 72 h; 400,000 compounds, 1.4% hits; Potency, µM (top dose mostly 46.1 µM), without a hit: top-dose activity change, negative = cytotoxic, usual class: cytotoxic; further: potency means the concentration at half of the fitted maximal effect; on the % scale 0 is the no-effect control and ±100 the full control effect; nearly all actives have a fitted effect of over 60% in size
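Luminescent ATP read-out (CellTiter-Glo) measures survival of drug-naive KB-3-1 cells after 72 h compound exposure at 37 °C. Titration series was screened from lowest to highest concentration, with DMSO vehicle plates as background controls.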
An asterisk follows results filed as active; ? = inconclusive; . = no result given; [ ] = dose if it differs, or a comment. Unless noted, the call rests on the fitted dose curve; in most records, active means well fitted curve in the direction sought with a large enough effect; inconclusive means small, poorly fitted or top-dose-only effect, or another doubt; inactive means no such curve, though single readings can be large; an effect the other way counts as inactive or inconclusive.

SMILES | MCF10A rereplic | HT1080 IDH1KD tx | HT1080-NT tox | WRN inhibitor | KB-V1 cytotox | SW480 rereplic | IL-1B inflam inh | ATXN2 expr inh | KB-3-1 cytotox
COCCNC(=O)C1CCCN(C(=O)c2sc(-c3ccccc3)nc2C)CC1 (configuration not stated) | . | 12% | 3% | -3% | 4% | . | -2 | 8% | 0%
CC1CC(C)CN(c2ncc3c(n2)CC(c2ccccc2)CC3=O)C1 (configuration not stated) | ? | -3% | 1% | -6% | 0% | 3% | -3 | 12% | 0%
O=C(CSc1nnnn1C1CCCC1)N1CCN(C(=O)c2ccco2)CC1 | 0% | 2% | -1% | -3% | -30% | 0% | 2 | 2% | 0%
O=C(CCc1nnc2ccc(NCc3ccccc3)nn12)NCC1CCN(C2CCCC2)C1 (configuration not stated) | -3% | -8% | 3% | -2% | 20% | -39% | 10 | . | 2%
CC(=O)Nc1cccc(-c2csc(Nc3cccc(C)n3)n2)c1 | -26% | -27% | 7% | -13% | 21µM* | -7% | -57* | 83%[activator] | 3%
CN(CC(=O)Nc1ccc2c(c1)OCCO2)S(=O)(=O)c1ccc(F)cc1 | 0% | 18% | 19% | 6% | -11% | -24% | -6 | 29% | -4%
COc1cccc(OC)c1C(=O)Nn1c(-c2cccs2)nc2ccccc2c1=O | 6% | -4% | 0% | 9% | 1% | 0% | -12 | . | 7%
CCOc1ccc(OCC)c(NC(=O)C2CCCN(c3ncccn3)C2)c1 (configuration not stated) | 3% | -3% | 3% | -4% | -17% | -3% | -11 | -7% | -8%
O=C(Nc1cccc(-c2nnn(CC(=O)N3CCc4ccccc4C3)n2)c1)C1CCC1 | 0% | -5% | 13% | 1% | -25% | -3% | ? | 5% | 4%
CC1(C)CC(=O)C=C(NNC(=O)C2CCCCC2)C1 | 11% | 12% | 3% | 11% | ? | 0%[9.22 µM] | -14 | 3% | -2%
CCC1CCCCN1CCCNC(=O)c1cn(C)c2ccc(S(=O)(=O)N3CCOCC3)cc2c1=O (configuration not stated) | -1% | 14% | 9% | 0% | ? | -4% | 0 | 8% | 22%
Nc1nc(-c2ccco2)nc(N2CCCCC2)n1 | -6% | 1% | -1% | 0% | 3% | 1% | 13 | -3% | 7%
Cc1cccc(NC(=O)C2CCN(c3nccc(C)n3)CC2)c1 | -4% | 5% | 6% | 4% | 15µM* | -4% | 9 | 0% | 4%
COc1ccc(NCc2nnc(SCC(=O)N3CCCc4ccccc43)o2)cc1 | -1% | -1% | 0% | -5% | -4% | -18% | -29 | -9% | -6%
CCOC(=O)C1(C)/C(=N/Nc2cccc(Cl)c2)C(=O)C(=O)N1c1ccccc1 (configuration not stated) | 7% | 22% | 5% | 4% | 3% | -5% | 18 | -4% | 15%
COc1ccc(N=Nc2cc(-c3ccccc3)ccc2O)cc1 | -14% | 18% | 14% | 3% | 0% | 1% | -21 | 6% | -3%
COc1ccc(C2=NO[C@@](CC(=O)O)(C(=O)Nc3ccc4c(c3)OCCO4)C2)cc1 | 2% | 3% | 6% | -7% | 16% | -3% | 14 | -6% | 1%
COc1cc(/C=C/C(=O)OCC(=O)NC(=O)NC(C)C)ccc1O | 0% | 0% | 1% | -5% | ? | ? | -4 | . | 1%
CCOC(=O)c1cnc2ccc(C)cc2c1Sc1ccccc1 | ? | -17% | -7% | -4% | ? | 0% | 9 | 77%[activator] | ?
C[N+](C)(CC#Cc1ccccc1)CC(=O)c1ccccc1 | -3% | 0% | -3% | -17%[57.1 µM] | ? | -2% | -28 | -19% | ?
CC(NC(=O)c1cc([N+](=O)[O-])cc([N+](=O)[O-])c1)C1CC2CCC1C2 (configuration not stated) | -12% | -18% | -1% | -6% | ? | 19% | 36 | -20% | 9%
Cc1cccc(S(=O)(=O)C(C#N)c2nc3ccccc3nc2N2CCCC2)c1 (configuration not stated) | ? | -2% | 1% | -8% | -24% | 1% | 7 | -6% | -11%
CC(C)NC(=O)CSc1nnc(CNC(=O)OC(C)(C)C)n1C | 1% | 16% | 12% | 12% | 16% | -11% | -5 | -1% | 7%
Cc1cccc(C)c1NC(=S)/N=C/N(C)C | 23% | -22% | -11% | -9% | -3% | 0% | 2 | -27% | -1%
O=C(CN1CCN(c2ccccc2)CC1)N/N=C/c1cccc(F)c1 | 11% | 20% | 0% | 2% | -27% | 1% | 9 | 9% | 1%
CC(Oc1ccccc1)C(=O)Nc1ccc(F)c(S(=O)(=O)N2CCOCC2)c1 (configuration not stated) | 8% | -3% | -14% | 5% | -20% | -1% | -10 | 7% | -13%
O=C(NNC(=S)NCc1ccco1)c1ccc(Cl)s1 | 11% | -4% | 1% | -4% | 10% | 0% | 15 | -17% | 5%
CCN(CC)CCN1C(=O)C(=O)/C(=C(/O)c2cnn(-c3ccccc3)c2C)C1c1cccnc1 (configuration not stated) | 20% | 12% | 18% | -2% | ? | 2% | 17 | -3% | 4%
COCC(C)OC(=O)c1c(N)n(CC(C)C)c2nc3ccccc3nc12 (configuration not stated) | 27% | -21% | -16% | -11% | -11% | ? | -29 | 11% | -1%
Cc1ccnc(NC(=O)CNC(=O)Cc2cccc3ccccc23)c1 | -10% | -3% | 2% | -9% | -3% | 52% | 21 | ? | 0%
Cc1ccc(S(=O)(=O)NCCCN(C)C)cc1 | 6% | 11% | 2% | 4% | 20% | -6% | 8 | 7% | -4%
CCc1cccc(NS(=O)(=O)c2ccc3c(c2)N(C)CCO3)c1 | 12% | ? | -16% | -6% | ? | -22% | 0 | -29% | -7%
CCc1nc2ccc(C(=O)Nc3cccc(NS(C)(=O)=O)c3)cn2c1N(CC)CCOC | . | 23% | 9% | -5%[57.1 µM] | 0% | . | 15 | -4% | ?
Cc1ccc(C)c(NC(=O)c2nnn(Cc3ccccc3)c2N)c1 | 9% | -15% | 0% | -3% | 4% | 0% | -1 | -10% | 15%
OC1(c2ccc3ccccc3c2)CCN(Cc2ccccc2)C1 (configuration not stated) | 22% | -22% | -23% | 7% | 2% | -5% | -17 | -4% | 0%
Cc1ccc2c(c1)C1CN(C)CCC1N2C(=S)NC(=O)c1ccc(Cl)cc1Cl (configuration not stated) | 2% | 1% | -2% | -11% | ? | 3% | 3 | . | 0%
CCN1C(=O)c2cccc3c(S(=O)(=O)Nc4c(C)n(C)n(-c5ccccc5)c4=O)ccc1c23 | 4% | 15% | 4% | -5% | 7% | -1% | -2 | -7% | 1%
Cc1c(C(C)(C)O)[nH]c2cc(C(F)(F)F)ccc12 | -1% | 5% | 2% | -7% | 2% | -2% | 43 | -23% | 0%
N/C(=N\OC(=O)c1ccc(Cl)cc1Cl)c1ccccn1 | 4% | -16% | -7% | 0% | -7% | -5% | 4 | ? | -1%
Cc1cccc(/C=C2\CCC(=C3SCCCS3)C2=O)c1 | 20% | -2% | -2% | -15% | -13% | 3%[9.22 µM] | -3 | -44% | -13%

7 of these compounds, set out differently.
Order of values: MCF10A rereplic	HT1080 IDH1KD tx	HT1080-NT tox	WRN inhibitor	KB-V1 cytotox	SW480 rereplic	IL-1B inflam inh	ATXN2 expr inh	KB-3-1 cytotox
- CC(NC(=O)c1cc([N+](=O)[O-])cc([N+](=O)[O-])c1)C1CC2CCC1C2 (configuration not stated)
  -12%	-18%	-1%	-6%	?	19%	36	-20%	9%
- Cc1cccc(S(=O)(=O)C(C#N)c2nc3ccccc3nc2N2CCCC2)c1 (configuration not stated)
  ?	-2%	1%	-8%	-24%	1%	7	-6%	-11%
- CC(C)NC(=O)CSc1nnc(CNC(=O)OC(C)(C)C)n1C
  1%	16%	12%	12%	16%	-11%	-5	-1%	7%
- Cc1cccc(C)c1NC(=S)/N=C/N(C)C
  23%	-22%	-11%	-9%	-3%	0%	2	-27%	-1%
- O=C(CN1CCN(c2ccccc2)CC1)N/N=C/c1cccc(F)c1
  11%	20%	0%	2%	-27%	1%	9	9%	1%
- CC(Oc1ccccc1)C(=O)Nc1ccc(F)c(S(=O)(=O)N2CCOCC2)c1 (configuration not stated)
  8%	-3%	-14%	5%	-20%	-1%	-10	7%	-13%
- O=C(NNC(=S)NCc1ccco1)c1ccc(Cl)s1
  11%	-4%	1%	-4%	10%	0%	15	-17%	5%

New compounds follow:
SMILES | MCF10A rereplic | HT1080 IDH1KD tx | HT1080-NT tox | WRN inhibitor | KB-V1 cytotox | SW480 rereplic | IL-1B inflam inh | ATXN2 expr inh | KB-3-1 cytotox
Cc1ccc(SCc2c(C(=O)N/N=C/c3ccoc3)nnn2-c2nonc2N)cc1 | 3% | -15% | -10% | -12% | 16% | -1% | -1 | . | -4%
Cn1ccnc1SCC(=O)Nc1nc2c(F)c(F)c(F)cc2s1 | -1% | 7% | 11% | -4% | 14% | -16% | -5 | 25% | -3%
NS(=O)(=O)c1ccc(NNC(=O)c2cccs2)cc1 | ? | 0% | 2% | -2% | -4% | -15% | . | -18% | 2%
O=C(O)C1(c2ccccc2)CCN(S(=O)(=O)c2ccc(F)c(F)c2)CC1 | -1% | 21% | 15% | 6% | -6% | -4% | 9 | -9% | -11%
Cc1ccc(NC(=O)c2cc3c(s2)CCCC3)cc1S(=O)(=O)Nc1ccccc1Cl | 17% | ? | -4% | -18% | ? | ? | 92 | -22% | ?
CCOC(=O)c1c(C)[nH]c(C(=O)COC(=O)CSC)c1C | 10% | -6% | 0% | -4% | ? | 5% | 7 | -8% | ?
